Source: PubChem BioAssay
Tb PFK block = qHTS Assay to Find Inhibitors of T. brucei phosphofructokinase; ATP-dependent 6-phosphofructokinase (Trypanosoma brucei brucei), O15648; T. brucei PFK, ADP-Glo luminescence; Potency, µM (highest dose often 57.5 µM), for the others: at the highest dose activity, negative = inhibition, most hits filed as inhibitors; 330,000 tested, 0.17% active;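 also: potency is read from the fitted curve at half-maximal effect; 0% = uninhibited 1x PFK enzyme wells and -100% = no-enzyme wells; nearly all actives have a fitted effect of over 60% in size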
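Activity is normalized to no-enzyme wells (full inhibition) and 1.25 nM enzyme wells (no inhibition). Reaction: 0.5 mM F6P, 0.1 mM ATP, 45 min RT, ADP-Glo luminescence; concentration-response curves fitted and classed by quality.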
a7 integrin act = qHTS for Activators of Integrin-Mediated Alleviation for Muscular Dystrophy; Potency, µM (series often up to 38.3 µM), for inactives: at the highest dose activation, usual class: activators; 350,000 tested, 0.064% active; AID 624291, 2012; alpha7betagal myoblasts, beta-gal FDG fluorescence, 48 h;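 also: potency is read from the fitted curve at half-maximal effect; 100% = response of the positive control SU9516; nearly all actives have a fitted effect of over 60% in size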
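alpha7betagal+/- myoblasts (passage 13, 250/well) treated 48 h at 37C with compounds at 1:260 dilution of DMSO stock. Lysed, then beta-galactosidase activity read as FDG fluorescence (ex 480/em 540) after 30 min, with pre-read for autofluorescence.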
Chronic BCR inh = qHTS Assay to Find Inhibitors of Chronic Active B-Cell Receptor Signaling. ABC-DLBCL IkBa-CBG/CBR reporter, luminescence ratio, 4 h. 340,000 tested, 0.05% active. Potency, µM (top dose mostly 46.1 µM), for the others: at the highest dose ratio change, negative = lower green/red ratio, most hits filed as inhibitors. AID 493014, 2011; active = well fitted inhibition curve with a large enough effect in the signal ratio, with a control signal flat, not every such curve was filed as active; inconclusive = small, poorly fitted or top-dose-only effect, or effect the other way, or a change in a side signal; the % refers to the signal ratio;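 also: potency is read from the fitted curve at half-maximal effect; plate controls were basal doxycycline-induced cells for no effect and cells given 10 µM MG132 for full effect; MG132 reads +100%, hits lower the ratio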
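Concentration-response series (up to 46 uM) were applied to TMD8 dual-reporter cells for 4 h at 37C with doxycycline. Green/red ratio, after filter-overlap correction, defined %Activity; red signal alone was normalised to basal cells and zero luminescence.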
PKM2 activator = qHTS Assay for Activators of Human Muscle isoform 2 Pyruvate Kinase; purified PKM2, Kinase-Glo ATP luminescence, activation; response scale: 0% is enzyme alone, no compound; 260,000 tested, 0.34% active; Potency, µM (top dose mostly 57.5 µM), for inactives: at the top dose activation, most hits filed as activators; Pyruvate kinase PKM (Homo sapiens), P14618; also: potency is read from the fitted curve at half-maximal effect; % is scaled to controls: 0 for no effect and ±100 for the full control effect; nearly all actives have a fitted effect of over 55% in size
Target sequence (P14618 whole entry, looked up, canonical isoform): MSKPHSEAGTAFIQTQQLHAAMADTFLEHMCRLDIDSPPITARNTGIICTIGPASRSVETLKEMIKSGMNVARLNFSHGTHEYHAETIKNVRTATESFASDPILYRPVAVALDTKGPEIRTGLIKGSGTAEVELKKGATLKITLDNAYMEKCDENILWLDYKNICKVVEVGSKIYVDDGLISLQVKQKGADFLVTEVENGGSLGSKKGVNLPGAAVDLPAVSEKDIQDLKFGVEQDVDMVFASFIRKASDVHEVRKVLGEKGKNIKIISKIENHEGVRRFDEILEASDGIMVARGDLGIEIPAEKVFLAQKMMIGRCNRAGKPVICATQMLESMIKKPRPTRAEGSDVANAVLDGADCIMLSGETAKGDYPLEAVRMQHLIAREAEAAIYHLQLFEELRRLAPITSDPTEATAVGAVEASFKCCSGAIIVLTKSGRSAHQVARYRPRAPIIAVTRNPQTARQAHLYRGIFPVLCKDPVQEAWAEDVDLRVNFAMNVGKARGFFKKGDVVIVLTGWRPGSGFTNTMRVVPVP
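ATP formation by purified human PK-M2, quantified via coupled luciferase luminescence after 1 h at room temperature with 0.1 mM ADP and 0.5 mM PEP final.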
Coupling enz = qHTS Assay for Inhibitors of Fructose-1,6-bisphosphate Aldolase from Giardia Lamblia: Coupling assay counterscreen. 290,000 tested, 0.67% active. activity change, negative = inhibition, % at 58.2 µM, hits read low. coupling enzyme system counterscreen, AmpLite Red fluorescence; in the data active = activity change below about -30%; also: % is scaled to controls: 0 for no effect and ±100 for the full control effect
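Activity here indicates interference with the coupling reaction, not aldolase inhibition. Compounds at 57.5 uM final met coupling enzymes for 10 min at RT; substrate and AmpLite Red detection followed, with a 525/598 nm fluorescence read after 20 min.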
GALK inhibitor = qHTS Assay for Inhibitors of Human Galactokinase (GALK); Potency, µM (titrated, usually from 57.5 µM), inactives show top-dose activity change, negative = inhibition, usual class: inhibitors; 270,000 tested, 0.007% active; Purified GALK, Kinase-Glo residual ATP luminescence; AID 1868, 2009; also: potency is read from the fitted curve at half-maximal effect; % is scaled to controls: 0 for no effect and ±100 for the full control effect
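Quantitative HTS: GALK 5 nM, ATP 35 uM, galactose 100 uM, 1 h room temperature, then luciferase-based ATP detection.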
Giardia kill = Small Molecules that selectively kill Giardia lamblia: qHTS; Giardia lamblia trophozoite viability; AID 540267, 2011; activity change, % at 7.66 µM, hits read low; 340,000 tested, 0.15% active; in the data active = activity change below about -80%; inconclusive = between about -30% and that limit;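 also: parasites exposed to compound for two days anaerobically before the ATP read; % is scaled to controls: 0 for no effect and ±100 for the full control effect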
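Trophozoites 100 cells/well + cpd; 48 hrs, 37 deg C, anaerobic. ATPLite 1-Step added, 15-30 min RT, luminescence read (ATP-based viability).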
Menin MLL FP TR = qHTS Assay for Inhibitors Targeting the Menin-MLL Interaction in MLL Related Leukemias: Competition With Texas Red Labeled MLL-derived Mutant Peptide. O00255. Menin + Texas Red MLL mutant peptide, fluorescence polarization. Potency, µM (doses to about 61.6 µM), without a hit: at the highest dose FP activity change, negative = inhibition, most hits filed as inhibitors. 270,000 tested, 0.23% active. AID 1768, 2009; active = well fitted inhibition curve with a large enough effect in the polarisation, with a control signal flat, not every such curve was filed as active; inconclusive = small, poorly fitted or top-dose-only effect, or effect the other way, or a change in a side signal; inactive = no such curve, though single readings can be large or run the other way; the % refers to the polarisation; also: potency is read from the fitted curve at half-maximal effect; % of control where 0% means no effect; many of its hits are not listed in these tables
TSG101-PTAP inh = qHTS Assay for Iinhibitors of HIV-1 Budding by Blocking the Interaction of PTAP/TSG101; Tumor susceptibility gene 101 protein (Homo sapiens), Q99816; 340,000 tested, under 10 active; Potency, µM (titrated, usually from 115 µM), for inactives: at the highest dose activity change, negative = inhibition, most hits filed as inhibitors; Fluorescence polarization, FITC-PTAP peptide / Tsg101 binding; active = well fitted inhibition curve with a large enough effect in the main read-out, with a control signal flat, not every such curve was filed as active; inconclusive = small, poorly fitted or top-dose-only effect, or effect the other way, or a change in a side signal; inactive = no such curve, though single readings can be large or run the other way; also: potency is read from the fitted curve at half-maximal effect; % of control where 0% means no effect
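Fluorescence polarization binding of Tsg101 binding domain (10 uM final) to FITC-labeled PTAP peptide (50 nM final) in HEPES pH 7.5 buffer with NaCl, Tween 20, EDTA, TCEP. Compounds added before peptide; binding 20 min at RT.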
B2AR arrestin = qHTS assay of beta-arrestin-biased ligands of beta2-adrenergic receptor | Beta-2 adrenergic receptor (Homo sapiens), P07550 | beta-arrestin recruitment to beta2AR, cell-based reporter | Potency, µM (highest dose often 46.1 µM), inactives show top-dose activation, usual class: activators | 330,000 tested, 0.02% active;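 also: potency is read from the fitted curve at half-maximal effect; 0% = DMSO controls and full agonism = EC100 isoproterenol or metaproterenol; nearly all actives have a fitted effect of over 65% in size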
S-ASM inh = Inhibitors of Secretory Acid Sphingomyelinase (S-ASM): qHTS; Sphingomyelin phosphodiesterase (Homo sapiens), P17405; placental ASM, HMU-PC fluorogenic substrate, 60 min; Potency, µM (highest dose often 57.5 µM), without a hit: at the highest dose activity change, negative = inhibition, actives largely listed as inhibitors; 340,000 tested, 0.006% active; AID 504937, 2011; also: potency is read from the fitted curve at half-maximal effect
Target sequence (P17405 47-631 limits assumed): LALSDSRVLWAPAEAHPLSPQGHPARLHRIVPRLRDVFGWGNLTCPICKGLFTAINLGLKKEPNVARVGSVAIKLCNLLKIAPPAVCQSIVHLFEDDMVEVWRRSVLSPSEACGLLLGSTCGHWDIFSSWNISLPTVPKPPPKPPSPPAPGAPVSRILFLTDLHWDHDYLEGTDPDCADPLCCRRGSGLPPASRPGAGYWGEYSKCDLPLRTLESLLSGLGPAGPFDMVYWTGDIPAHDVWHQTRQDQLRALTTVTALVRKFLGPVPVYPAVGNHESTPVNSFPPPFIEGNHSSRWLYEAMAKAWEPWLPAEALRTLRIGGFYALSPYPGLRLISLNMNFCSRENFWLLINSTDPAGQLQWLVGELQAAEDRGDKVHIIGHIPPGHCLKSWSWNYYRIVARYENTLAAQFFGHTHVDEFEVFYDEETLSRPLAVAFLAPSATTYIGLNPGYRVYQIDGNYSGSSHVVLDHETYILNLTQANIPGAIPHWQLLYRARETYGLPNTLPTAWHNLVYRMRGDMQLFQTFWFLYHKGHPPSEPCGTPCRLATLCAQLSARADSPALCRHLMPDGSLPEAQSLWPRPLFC
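Human placenta-derived ASM enzyme was preincubated with compound for 10 minutes at room temperature, then given fluorogenic substrate HMU-PC0 (9 uM final) for 60 minutes at 37 °C; a pH 10 stop preceded fluorescence reading at Ex 386/Em 447 nm.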
* = called active by the depositor; i = inactive; ? = inconclusive; . = not tested or not shown; [ ] = dose if it differs, or a comment. Unless noted, calls follow the shape of the dose curve; as a rule, active = well fitted curve in the direction sought with a large enough effect; inconclusive = small, poorly fitted or top-dose-only effect, or another doubt; inactive = no such curve, though single readings can be large; an effect the other way counts as inactive or inconclusive.

Second line of a record: Tb PFK block, a7 integrin act, Chronic BCR inh, PKM2 activator, Coupling enz, GALK inhibitor, Giardia kill, Menin MLL FP TR, TSG101-PTAP inh, B2AR arrestin, S-ASM inh
> O=C(CN(Cc1ccccc1)C(=O)CSc1nnc(COc2ccccc2)o1)NC1CCCC1
 : -4%, -4%, -5%, -24%, 0, 0%, -5, -7%, -2%, -0.4%, 0%
> CC(=O)c1cccc(NC(=O)C2CCCN(S(=O)(=O)c3cccc4nonc34)C2)c1 (centres undefined)
 : 3%, ?, -3%, -1%, 4, 2%, 19, 20%, 2%, -0.2%, 6%
> Cc1ccc(S(=O)(=O)Nc2cc(=O)[nH]c(SCC(=O)Nc3ccccc3C(F)(F)F)n2)cc1
 : 0%, 5%, -2%, ., 1, -3%, 40[activator], -9%, -4%, 0.4%, 0%
> O=C(NC1CC1)C1CCN(C2CCN(C(=O)CC3=CCCCC3)CC2)CC1
 : -3%, 1%, 3%, 8%, 1, -3%, 4, 22%, -3%, -0.5%, 3%
> COc1ccc(NS(=O)(=O)c2c(C)[nH]c(=O)[nH]c2=O)cc1OC
 : 0%, 7%, -6%, ., -2, 1%, 7, -2%, -1%, 0.0%, -2%
> COc1cccc2c3c(c(C)nc12)CCN3c1ccccc1
 : 0%, 6%, ?, 8%, 4, -1%, 5, -25%, -3%, 0.3%, 437%[activator]
> COc1cc(C(=O)OC(C)CN2CCN(C)CC2)cc(OC)c1OC (centres undefined)
 : -5%, 9%, 4%, 0%, 3, 6%, 17, 0%, -5%, 0.4%, 8%
> COc1ccc(C(=O)NCC(=O)OCC(=O)N(C)c2ccccc2)cc1
 : 1%, -34%, -1%, 1%, -2, 1%, 5, ., -6%, 0.1%, -3%
> CCOC(=O)C1=C(COC(=O)/C=C/c2cccc(F)c2)NC(=O)NC1C (centres undefined)
 : 1%, -23%, -1%, ., ., ., 7, ., 0%, -0.3%, -3%
> CCO[C@@H]1OC(C(=O)O)=C[C@H](C2CC2)[C@H]1CCCO
 : -2%, 15%, 4%, -1%, -2, 2%, 4, -12%, 1%, 0.4%, 1%
> CCOC(=O)c1c(NC(=O)c2cc(C(C)C)on2)sc(C(C)=O)c1C
 : -1%, 8%, ?, 11%, -1, -1%, 5, -2%, -3%, -0.1%, -2%
> NC(=O)C1CCCN1 (centres undefined)
 : -3%, -13%, -8%, 1%, 1, 5%, -2, -2%, 0%, 0.1%, 4%
> CC(C)CC(=O)Nc1ncc([N+](=O)[O-])s1
 : -28%, -25%, ?, -10%, -1, 5%, -93*, ., 2%, 0.1%, -2%
> O=S(=O)(Cc1ccc(Cl)cc1)CC(O)COCc1ccccc1 (centres undefined)
 : 0%, ?, -8%, -4%, 0, -2%, 28, 0%, -3%, -0.1%, -2%
> O=C1NC(c2cccs2)Nc2sc3c(c21)CCCC3 (centres undefined)
 : -2%, 0%, 8%, 0%, -9, 1%, -19, -12%, 2%, 0.0%, 65%[activator]
> CC(C)(C)c1ccc(C(=O)NCC(=O)N/N=C/c2cccnc2)cc1
 : -2%, -14%, 7%, 10%, 0, 6%, -4, -2%, -5%, 0.2%, 2%[11.5 µM]
> CC(C)CNC(=O)C1CCCN1S(=O)(=O)c1ccc(Cl)cc1 (centres undefined)
 : ?, ?, 0%, -13%, -2, 0%, -14, -8%, 0%, 0.0%, 1%
> NC(=O)NC(=O)CN1C(=O)NC2(CCOc3ccccc32)C1=O (centres undefined)
 : 2%, 0%, 0%, 3%, 0, -1%, 9, -1%, -4%, -0.6%, -11%
> COc1ccc2nc(SCC(=O)NCCc3ccccc3)[nH]c2c1
 : 0%, 5%, ?, 13%, -2, -1%, 4, ., -1%, 0.8%, -2%
> COc1ccc(N2CCN(C(=O)CNC(=O)c3ccc4ccccc4c3)CC2)cc1
 : -2%, -9%, 3%, ., ., ., 11, ., -5%, 0.1%, -3%
> COCCNC(=O)C1(C)Oc2ccccc2NC1=O (centres undefined)
 : 1%, 0%, 4%, 3%, 0, 0%, -4, ., -6%, -0.2%, 0%
> COC(=O)[C@]1(Cc2ccccc2)N[C@H](CN(C)S(=O)(=O)c2ccc(C(F)(F)F)cc2)[C@@H]2C(=O)N(Cc3ccccc3)C(=O)[C@@H]21
 : -1%, 2%, 3%, ., ., ., -3, ., 3%, -0.4%, 1%
> Cc1ccc(N2C(=O)c3ccc(C(=O)N4CCN(c5cccc(C)c5C)CC4)cc3C2=O)cc1
 : 0%, 10%, -1%, 0%, -4, -3%, -17, -18%, -4%, -0.2%, -4%
> Cc1ccc(-c2cc(C(=O)N3CCOCC3)c3ccccc3n2)o1
 : -1%, -7%, -5%, ., ., ., -3, ., -6%, -1.3%, i
> COc1cc(/C=N/NC(=O)CCC(=O)NCc2ccccc2)cc(OC)c1OC
 : -4%, 2%, ?, 9%, -1, 2%, -3, 6%, -2%, 0.1%, 0%
> CCOc1cc(C2C3=C(CC(C)(C)CC3=O)N(CCOC)C3=C2C(=O)CC(C)(C)C3)ccc1O
 : 3%, 22%, 1%, 0%, 2, 3%, -18, -9%, -5%, -0.2%, 21%
> COC(=O)c1cc(S(=O)(=O)NCc2ccccc2Cl)c[nH]1
 : 1%, -15%, -4%, 3%, 0, ., -9, -10%, -4%, 0.4%, 6%
> C=CCn1c(-c2cccc([N+](=O)[O-])c2)n[nH]c1=S
 : 0%, -10%, 1%, -17%, -1, -2%, -9, -6%, 1%, -0.5%, 0%
> COc1ccc(N2C(=O)[C@@H]3[C@H](C2=O)[C@H](C(=O)c2ccc(OC(C)=O)cc2)N2N=CC=C[C@@H]32)cc1
 : 7%, ., -6%, ?, -14, 1%, ., -12%, ., -0.3%, .
> O=C(COC(=O)c1cc(Cl)ccc1O)Nc1ccccc1C(=O)NC1CC1
 : 0%, 7%, -1%, ., ., ., 3, ., -6%, -0.1%, 12%
> Brc1ccc(-c2cnnc(N3CCCC3)n2)cc1
 : 0%, -2%, ?, -4%, 0, 3%, -5, -13%, 2%, -1.2%, -7%
> COC(=O)C1=CN(Cc2ccccc2)C=C(C(=O)OC)C1c1ccc(OC)c(OC)c1
 : -3%, 16%, 0%, 0%, 0, 4%, 7, -18%, -4%, -0.1%, i
> O=[N+]([O-])c1ccc(N2CCN(S(=O)(=O)c3ccc4ccccc4c3)CC2)cc1NCc1ccco1
 : -4%, 0%, 4%, 8%, 3, 1%, -5, ?, -3%, -0.2%, -10%
> Cn1c(=O)c2cc(S(=O)(=O)NCCC(=O)NC3CCCCCC3)ccc2n(C)c1=O
 : -2%, -7%, -15%, -6%, 2, 1%, 5, -6%, -6%, 0.3%, 1%
> CCc1ccc(/C=N/NC(=O)c2nnn(-c3nonc3N)c2C(C)C)cc1
 : -1%, -22%, 1%, ., ., 4%, -12, ., 1%, 0.1%, -1%
> CCc1ccc(N(CC)C(=O)Cc2c(C(=O)O)n(C)c3ccccc23)cc1
 : 7%, -5%, 3%, ., 8, 2%, 2, -1%, -5%, -0.2%, -1%
> O=C(NCC1CCCO1)c1cc2ccccc2[nH]1 (centres undefined)
 : 1%, 25%, -1%, 0%, -2, 0%, -15, -1%, -1%, -0.5%, 1%
> CCOc1cc(N2CCOCC2)c(OCC)cc1NC(=O)c1ccccc1
 : 1%, 4%, ?, -4%, -12, 0%, 0, -29%, -3%, -0.1%, -2%
> Cc1cc[n+](CC(=O)c2cccc([N+](=O)[O-])c2)c2ccccc12
 : -2%, -13%, 2%, -1%, -1, 2%, 17, 1%, -6%, 0.3%, -5%
> CSCCC(NC(=O)c1ccccc1)C(=O)N1CC(C)OC(C)C1 (centres undefined)
 : -3%, 3%, ?, ., ., ., 3, ., 0%, -0.2%, 4%

A portion of the library (hit frequency here may not be typical).
